KKLEB cytotox – reduces viability of KKLEB cystic fibrosis airway cells | hit rate 0.36% among 360,000 | activity change (cytotoxicity), % at 5 µM | KKLEB CF airway cells viability, ATPlite luminescence, overnight; active compounds read low; cells stimulated with P. aeruginosa culture filtrate;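 active = corrected activity change at or below -50% at 5 µM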
MITF TRPM1 inh – inhibitors of MITF-driven TRPM1 promoter in melanoma cells; SK-MEL-5 TRPM1 promoter luciferase, 24 h; inhibition, % at 12.5 µM; hit rate 0.83% among 330,000;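 active = mean inhibition across replicates of 60% or more, whatever share of single replicates reaches that level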; also: values of inactives mirror those of a sister screen read the other way
iPSC survival up – hiPSC single-cell survival enhancement; ATPlite luminescence; 100% = ROCK inhibitor wells, 0% = DMSO; survival enhancement, % at 20 µM; hit rate 0.044% among 360,000; AID 602274; in the data active = survival enhancement above about 18%;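 also: cells exposed to compounds for 16 hours before the ATP read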
Shn3 inh set2 – inhibitors of Schnurri-3 3'UTR reporter in osteoblasts; Clone20 osteoblast Shn3 3'UTR firefly luciferase, 24 h; inhibition, % at 12.5 µM; hit rate 0.52% among 360,000; AID 588674;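 active = mean inhibition of at least 75% with every replicate also reaching 75%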;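 also: 0% = median of neutral control wells and 100% = pilot-screen positive control compound; some compounds past the cut are filed as inactive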
NR2E3 ag-1 – agonists of human nuclear receptor NR2E3; GST-NR2E3/biotin-RetCOR TR-FRET, 1536-well; inhibition of corepressor binding, % at 4.78 µM; hit rate 0.12% among 320,000; AID 2300;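 active = percent inhibition above the cutoff of mean plus 3 SD of all tested compounds, set per screening campaign, cut at about 20% in these data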;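 also: 0% = DMSO wells and 100% = biotin wells as full block of FRET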
Target sequence (Q9Y5X4 whole entry, looked up): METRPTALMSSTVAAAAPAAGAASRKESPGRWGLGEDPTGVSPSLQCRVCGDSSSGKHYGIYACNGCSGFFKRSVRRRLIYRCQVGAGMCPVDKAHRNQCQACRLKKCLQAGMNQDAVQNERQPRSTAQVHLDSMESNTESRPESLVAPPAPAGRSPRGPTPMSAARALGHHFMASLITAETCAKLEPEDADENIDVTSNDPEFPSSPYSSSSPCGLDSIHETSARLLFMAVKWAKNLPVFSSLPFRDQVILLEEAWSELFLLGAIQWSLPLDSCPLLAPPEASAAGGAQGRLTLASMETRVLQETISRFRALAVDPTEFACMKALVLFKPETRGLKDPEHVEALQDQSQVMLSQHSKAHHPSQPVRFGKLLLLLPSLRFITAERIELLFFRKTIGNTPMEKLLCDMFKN
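Format: 1536-well format; test system: GST-NR2E3 and biotin-RetCOR proteins; read-out basis: percent inhibition of TR-FRET ratio; timing: 5 h incubation at 4 °C; detection: time-resolved FRET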
HIF-2a block – blocks HIF-2a reporter activity | inhibition, % at 18.8 µM | 786-0 RCC cells HIF-2a reporter, luciferase luminescence, overnight | hit rate 0.72% among 360,000 | AID 624352;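 active = inhibition of the luminescence signal of 40% or more relative to plate controls, in a single-dose primary screen at 18.75 µM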
Peg3 prom inh – reduces Peg3 promoter-driven luciferase expression in HeLa | AID 588405 | hit rate 1.7% among 360,000 | HeLa PEG-Prom luciferase reporter, luminescence, overnight | inhibition, % at 20 µM;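 active = inhibition of at least 50% at 20 µM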
aDG glyco act – alpha-DG glycosylation activation | Pro5-aDG cells, alpha-DG glycosylation AlphaScreen (IIH6); 0% Pro5, 100% B10-LARGE cell signal | activation, % at 10 µM | hit rate 0.22% among 360,000;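 active = activation of at least 8% versus controls, or a plate z-score of at least 8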;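 also: Pro5 are CHO cells carrying HIG-tagged alpha-DG that lacks glycosylation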
TWEAK-Fn14 inh – blocks TWEAK-Fn14 interaction in a reporter cell assay; TWEAK-stimulated Fn14 reporter cells, luciferase luminescence, 8 h; inhibition, % at 10 µM; hit rate 2% among 360,000; in the data active = inhibition above about 50%
NR2E3 ag-2 – agonists of human NR2E3 nuclear receptor | Q9Y5X4 | CHO-S Gal4-NCOR/VP16-NR2E3 two-hybrid, luciferase | inhibition of corepressor binding, % at 3.98 µM | hit rate 0.35% among 360,000 | AID 602229;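 active = inhibition above the mean of all tested compounds plus 3 SD, cut at about 70% in these data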;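 also: 0% = DMSO with NR2E3 transfected cells and 100% = cells lacking NR2E3 construct; higher means lower luciferase signal from less NR2E3 corepressor binding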
CF NFkB block – inhibitors of cystic fibrosis induced NF-kB | KKLEB NF-kB-GFP reporter, PAF-induced, GFP fluorescence overnight | inhibition, % at 5 µM | hit rate 0.86% among 360,000;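 active = at least 50% inhibition at 5 µM, scaled per plate between neutral and stimulator controls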;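 also: PAF is a Pseudomonas aeruginosa culture filtrate used as stimulus; plate controls were PAF-stimulated DMSO wells for no effect and unstimulated DMSO wells for full effect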
An asterisk follows results filed as active; x = no result given. Rows are unselected. Share with any hit: about 4.4%.

SMILES	KKLEB cytotox	MITF TRPM1 inh	iPSC survival up	Shn3 inh set2	NR2E3 ag-1	HIF-2a block	Peg3 prom inh	aDG glyco act	TWEAK-Fn14 inh	NR2E3 ag-2	CF NFkB block
COCCOC(=O)C1=C(C)NC2=C(C(=O)CCC2)C1c1ccc2c(c1)OCO2 (stereo not drawn)	2.1	2.7	-0.8	0.1	2.8	-1.1	10.3	0.0	-7.5	-1.3	-12.7
CCN1CCN(C(c2cccs2)C(C)NS(=O)(=O)c2ccc(Br)cc2)CC1 (stereo not drawn)	-23.6	-11.5	0.4	14.1	2.6	-14.7	10.0	0.0	-8.2	-14.7	16.9
Cc1ccc(OCCNC(=O)c2ccccc2OCc2c(C)noc2C)cc1	15.4	3.5	0.7	10.5	1.8	18.1	-4.6	0.0	-7.1	-7.3	-4.2
O=CNC1CCCc2c1[nH]c1ccc(Cl)cc21 (stereo not drawn)	0.1	9.8	-1.9	7.8	0.4	-26.8	30.7	0.0	-39.7	-10.9	14.6
NS(=O)(=O)c1ccc(NC(=O)CSc2cn[nH]n2)cc1	10.2	2.0	0.7	-0.5	2.0	8.9	0.7	-0.1	22.7	-15.0	-2.4
CCc1cc(=O)oc2cc(OCC(=O)NCCCN3CCOCC3)c(Cl)cc12	0.2	1.9	0.1	0.5	-2.1	-1.2	0.5	0.0	-1.3	-23.8	-40.1
O=C(C1CCCCC1)N1C[C@H](n2cc(C3CC3)nn2)[C@@H](O)C[C@@H]1c1ccccc1	-0.5	x	2.3	-17.0	x	4.4	-25.6	0.2	7.5	2.6	-3.9
Cc1ccccc1CS(=O)(=O)c1ccc(C(=O)N2CCC(C)CC2)cc1[N+](=O)[O-]	-12.5	22.9	-0.2	-4.2	-3.7	13.0	30.0	0.9	56.5*	4.7	18.3
CCCC(C(=O)NC(C)(C)C)N(CC1CCCO1)C(=O)CNS(=O)(=O)c1ccc(F)cc1 (stereo not drawn)	-2.8	-8.3	-0.5	12.6	4.6	12.5	-8.4	-0.2	85.2*	3.2	3.2
O=C1NC[C@H](CCCCN2C[C@@H](Cc3ccccc3)N(CC3CCCCC3)C(=O)C2=O)N(CCC2CCCCC2)C1=O	x	x	-0.5	x	x	-5.2	x	0.2	5.0	8.5	x
CCN1CCN(CCCNC(=O)Cn2cc3c(n2)CCCC3)CC1	11.4	7.0	-0.5	-14.2	-0.8	-0.1	3.8	-0.4	19.9	-26.6	1.3
COc1ccc(C=O)cc1OC(=O)C1(C)Cc2ccccc2C(=O)O1 (stereo not drawn)	2.3	-17.7	0.0	10.2	3.4	20.3	10.1	-0.1	-5.4	-27.7	7.9
CCC(CO)NC(=O)c1ccccc1C(F)(F)F (stereo not drawn)	-1.5	5.0	0.0	-30.7	1.0	14.9	1.1	0.2	-17.4	-2.9	-5.2
O=C(Nc1nc2c(s1)C(=O)CCC2)c1ccccc1	8.4	-58.8	-1.4	-40.9	2.4	-154.9	-155.2	0.4	42.2	-150.6	-10.9
O=C(c1ccco1)N1CCN(C(=O)c2oc(=O)c3ccccc3c2-c2ccccc2)CC1	-4.9	x	2.1	-7.4	5.5	-0.5	8.2	-0.1	-4.7	-7.2	9.9
CCCC1=C(C(=O)OCC)C(c2cc(Cl)cc(OC)c2OCc2ccccc2)NC(=O)N1 (stereo not drawn)	-16.5	8.4	1.3	10.5	1.8	17.9	35.9	0.0	-0.9	-12.9	-12.1
CC(=O)Nc1ccc(CNc2nc3cc(-c4ccc(F)cc4)sc3c(=O)n2C)cc1	10.1	x	-2.1	-31.7	x	-263.9	-311.2	1.7	38.9	-23.2	-34.9
CC1CCN(S(=O)(=O)c2ccc3c(c2)N(CC(=O)NCCCN2CCCC(C)C2)C(=O)CS3)CC1 (stereo not drawn)	-9.8	-9.7	-0.1	4.2	2.7	12.6	3.3	-0.3	-5.0	6.1	3.5
O=C1C2C3C=CC(C4CC34)C2C(=O)N1/N=C/c1ccc(-c2cccc([N+](=O)[O-])c2)o1 (stereo not drawn)	-4.5	5.1	-2.1	-10.6	-2.2	0.0	17.6	-0.1	4.0	-4.4	3.9
Cc1ccc(NC(=O)C2CC(=O)n3ncnc3N2)cc1C (stereo not drawn)	9.6	-7.3	-0.2	0.1	0.1	12.0	15.6	0.4	2.9	8.9	-14.9
O=C1NC[C@H](Cc2ccc(O)cc2)N(C[C@@H]2CCCN2C[C@H](Cc2ccccc2)N2C[C@H](Cc3ccccc3)N(CC3CCCCC3)C(=O)C2=O)C1=O	x	x	0.9	x	x	-0.5	x	-0.1	-9.4	-12.2	x
O=C(CN1CCN(CC(=O)Nc2ccc(-c3ccccc3)cc2)CC1)Nc1ccc(F)cc1	-1.1	0.5	-0.5	9.0	1.4	10.9	18.5	0.0	5.1	19.0	-3.7
C=CCNc1ncnc2c1ncn2[C@H]1CN(Cc2ccccc2)C[C@@H](CO)O1	13.3	x	-2.2	-25.1	x	14.6	-9.4	0.5	-0.8	-13.4	-5.7
O=C(CNC(=O)c1ccccc1)OCc1nnc(-c2ccccc2)o1	7.1	4.0	-0.2	-24.7	2.4	-33.2	-24.9	-0.2	-7.9	-38.8	2.3
CC1CCCC(NC(=O)COC(=O)/C=C/c2ccc([N+](=O)[O-])cc2)C1C (stereo not drawn)	-34.8	10.9	-0.3	-22.6	x	5.1	16.0	-0.1	3.5	8.5	22.1
CCCC(=O)Nc1ccc(NC(=O)CCc2ccccc2)cn1	1.6	2.6	2.3	-1.4	-1.8	-9.7	-3.7	0.1	-28.7	-7.1	8.8
NS(=O)(=O)c1ccc(CCNC(=O)C(c2ccccc2)c2ccccc2)cc1	12.4	6.2	-0.3	2.9	3.2	19.3	11.5	0.0	17.1	-16.2	15.9
CC(=O)c1cccc(Nc2nc(-c3sc(C)nc3C)cs2)c1	11.3	-6.7	-0.7	-9.3	-0.4	-128.7	-25.2	0.2	31.0	-34.8	-49.0
COc1ccc(CCNC(=O)Cn2cccc2C(=O)c2ccccc2)c(OC)c1	-6.8	4.3	-0.9	10.3	1.2	10.1	13.2	1.4	-3.5	6.4	11.2
Cc1ccc(C(=O)N2CCN(c3ccccn3)CC2)cc1[N+](=O)[O-]	-7.8	4.0	0.0	9.4	-0.6	11.2	9.2	-0.2	-8.3	17.6	12.2
CN(C(=O)CSc1ncn[nH]1)C1(C#N)CCCCC1	-4.4	-2.7	1.1	-18.2	x	8.2	6.5	0.0	10.5	-2.9	12.0
Cc1cc(C)n(CC(C)NC(=O)CCc2nnc(CCc3ccccc3)o2)n1 (stereo not drawn)	7.5	-2.7	0.1	-11.6	-3.2	-6.0	-15.0	-0.2	6.4	9.6	-7.5
CCN(CC(=O)NCc1cccs1)C(=O)c1cc(Br)ccc1O	9.2	4.7	0.5	-20.5	x	3.9	8.2	0.2	15.6	1.9	-6.7
Cc1ccc(-n2nc3c(c2NC(=O)c2c(-c4ccccc4Cl)noc2C)CS(=O)(=O)C3)c(C)c1	1.3	12.4	-1.7	13.0	-0.8	8.6	23.5	0.0	-10.4	-5.5	2.8
COc1ccc(CC(=O)N2CC(C)CC(C)C2)cc1OC (stereo not drawn)	7.1	-7.9	2.2	-8.4	-2.1	8.1	15.5	0.2	19.6	-2.7	-8.3
O=C(NCCc1ccccc1)c1ccc(-c2ccc(F)cc2)o1	-4.0	3.8	-0.5	1.6	-5.9	-106.6	-46.6	5.1*	-1.8	-9.6	-22.0
Cc1cc(C)cc(N(CC(=O)N2CC=C(c3ccccc3)CC2)S(=O)(=O)c2c(C)noc2C)c1	-7.0	1.1	-2.9	32.6	3.4	18.0	8.1	0.2	16.7	-3.3	1.4
COc1ccc2[nH]c3c(N4CCc5ccccc5C4)ncnc3c2c1	-6.6	36.6	-0.2	50.8	-2.6	-115.5	48.5	0.3	91.8*	-23.4	-23.0
CCOC(=O)C1CCCN(C(=O)c2ccc(-c3ccccc3Cl)o2)C1 (stereo not drawn)	3.9	-76.1	-0.4	-12.8	x	-144.5	-292.4	0.1	-38.4	-115.0	8.8
CCn1c(/C=C/c2ccc(F)cc2)nc2ccccc2c1=O	-10.7	-7.9	-0.1	-11.3	1.8	-51.3	-5.5	0.0	1.2	-5.2	15.0
CCc1ccc(C(=O)CSc2nc(C)cc(=O)[nH]2)cc1	-0.8	0.9	0.5	-14.2	2.4	-52.7	-5.7	0.1	-10.4	-24.1	8.9
Cc1ccc(S(=O)(=O)c2nnn3c2nc(N2CCC(C(N)=O)CC2)c2ccccc23)cc1	-10.9	2.3	-0.5	3.3	-1.9	12.6	20.2	-0.1	-1.9	-12.8	17.6
COc1ccc(NC(=O)/C=C/c2ccc(OC(F)F)cc2)cn1	-2.4	-6.9	-0.5	20.6	-3.6	-33.5	-79.4	0.0	3.3	9.7	1.3
COc1cccc2c1Oc1ncccc1N(C(=O)CCC(=O)NCc1ccccc1Cl)C2	0.2	-12.5	0.2	-6.8	-3.0	9.2	-9.0	-0.1	-10.0	-5.6	-0.8
CC(C)Cn1cc(F)c(=O)n(CC(C)C)c1=O	4.6	5.6	-0.7	-15.8	1.7	4.7	12.0	-0.2	-3.0	-4.5	5.9
COc1ccc(OCC(=O)Nc2ccc(S(=O)(=O)N3CCCC3)cc2)cc1	9.7	-5.9	-0.3	-6.2	2.0	-0.9	12.1	-0.1	-7.9	-10.5	-17.6
CCC(=O)N/C(=N/c1nc(C)cc(C)n1)Nc1ccccc1	-9.7	-10.5	-0.7	8.4	-4.6	1.7	7.5	0.0	-39.1	8.0	-1.0
COCCCNC(=O)c1cc2c(=O)n(C)c3ccccc3c2n1C	-11.3	6.8	3.8	-2.9	0.7	-6.5	18.4	-0.1	13.8	6.1	-7.5
COc1ccc(N2CCc3c(C)nc4c(OC)cc(OC)cc4c32)cc1	1.8	-7.8	-0.9	33.1	-1.6	28.5	73.6*	-0.2	-82.1	-12.6	-153.8
O=C(Nc1ccc2ncccc2c1)c1ccccc1	6.6	12.4	-0.1	11.7	0.1	9.5	-4.3	0.0	8.7	8.1	-10.3
O=C(COC(=O)Cn1[nH]c(=O)c2ccccc2c1=O)Nc1c(Cl)cccc1C(F)(F)F	-11.4	4.4	-0.3	-8.3	3.5	3.1	4.9	0.2	-3.8	-19.8	0.5

A different layout for 3 compounds above:
Values run as follows: KKLEB cytotox	MITF TRPM1 inh	iPSC survival up	Shn3 inh set2	NR2E3 ag-1	HIF-2a block	Peg3 prom inh	aDG glyco act	TWEAK-Fn14 inh	NR2E3 ag-2	CF NFkB block
CC(C)Cn1cc(F)c(=O)n(CC(C)C)c1=O
    4.6	5.6	-0.7	-15.8	1.7	4.7	12.0	-0.2	-3.0	-4.5	5.9
COc1ccc(N2CCc3c(C)nc4c(OC)cc(OC)cc4c32)cc1
    1.8	-7.8	-0.9	33.1	-1.6	28.5	73.6*	-0.2	-82.1	-12.6	-153.8
Cc1ccc(S(=O)(=O)c2nnn3c2nc(N2CCC(C(N)=O)CC2)c2ccccc23)cc1
    -10.9	2.3	-0.5	3.3	-1.9	12.6	20.2	-0.1	-1.9	-12.8	17.6
